Mito fusion act: qHTS Assay for Small Molecule Inhibitors of Mitochondrial Division or Activators of Mitochondrial Fusion. S. cerevisiae fusion-defective mutant growth rescue, CellTiterGlo 48 h. Potency, µM (highest dose often 46.1 µM), without a hit: at the highest dose growth rescue (activation), usual class: activators. 320,000 compounds, 0.23% hits. AID 485298, 2010;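 note: potency is the fitted concentration of half-maximal effect; % of control where 0% means no effect; nearly all actives have a fitted effect of over 45% in size; temperature-sensitive fusion mutants such as fzo1-1 at 37 °C on non-fermentable ethanol glycerol medium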
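Growth-rescue viability read-out: after 48 h at the non-permissive 37C in glycerol/ethanol YPEG, yeast mitochondrial fusion mutants are measured by CellTiterGlo luminescence; compounds (23 nl pinned per well) restoring growth score as division inhibitors or fusion activators.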
ASM inhibitor: Inhibitors of Secretory Acid Sphingomyelinase (S-ASM): qHTS; Sphingomyelin phosphodiesterase (Homo sapiens), P17405; placental ASM, HMU-PC fluorogenic substrate, 60 min; Potency, µM (doses to about 57.5 µM), for inactives: at the highest dose activity change, negative = inhibition, hits mostly inhibitors; 340,000 compounds, 0.006% hits; note: potency is the fitted concentration of half-maximal effect
Target sequence (P17405 47-631 limits assumed): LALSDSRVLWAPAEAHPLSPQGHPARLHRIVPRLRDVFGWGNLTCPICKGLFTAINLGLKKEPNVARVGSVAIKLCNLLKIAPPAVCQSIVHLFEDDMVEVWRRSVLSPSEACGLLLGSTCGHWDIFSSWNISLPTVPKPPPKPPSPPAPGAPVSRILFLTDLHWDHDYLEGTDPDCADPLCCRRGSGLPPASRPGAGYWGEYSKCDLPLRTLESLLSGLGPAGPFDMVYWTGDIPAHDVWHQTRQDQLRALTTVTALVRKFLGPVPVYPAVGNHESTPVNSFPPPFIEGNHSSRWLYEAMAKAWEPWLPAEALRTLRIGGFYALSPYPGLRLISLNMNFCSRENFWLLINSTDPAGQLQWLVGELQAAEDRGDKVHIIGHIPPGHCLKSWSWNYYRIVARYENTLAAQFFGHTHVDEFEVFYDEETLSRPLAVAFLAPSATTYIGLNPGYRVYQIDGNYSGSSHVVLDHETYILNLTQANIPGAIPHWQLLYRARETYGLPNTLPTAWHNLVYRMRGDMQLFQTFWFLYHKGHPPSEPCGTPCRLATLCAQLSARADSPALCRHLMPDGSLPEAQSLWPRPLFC
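Human placenta-derived ASM preincubated with compound 10 min at room temperature, then reacted with 9 uM (final) fluorogenic HMU-PC substrate for 60 min at 37 C. Stop solution raises pH to 10; fluorescence read at Ex 386/Em 447 nm.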
A-T KAP1 phos: qHTS Assay for Identifying a Potential Treatment of Ataxia-Telangiectasia. […] A-T fibroblasts, KAP-1 phosphorylation AlphaLISA; neocarzinostatin DNA damage 30 min before lysis. 320,000 compounds, 0.19% hits. Potency, µM (highest dose often 57.5 µM), for inactives: top-dose activation, most hits filed as activators; note: potency is the fitted concentration of half-maximal effect; % of control where 0% means no effect; nearly all actives have a fitted effect of over 45% in size
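hTERT-immortalized A-T patient fibroblasts ([…]), 500 cells/well in OPTI-MEM, 1% FBS, got compounds for 60 min, then NCS for 30 min at 37C. Lysates were then assayed for phospho-KAP-1 by AlphaLISA (anti-pKAP1 donor, anti-KAP1 acceptor beads), 6 hr at 25C.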
TCR activator: Activators of T cell receptors: qHTS campaign | primary human leukocytes, anti-CD3, IL-2 HTRF, 48 h | Potency, µM (titrated, usually from 9.22 µM), without a hit: at the highest dose activation of IL-2 secretion, most hits filed as activators | 330,000 tested, under 10 active | AID 504894, 2011; note: % of control where 0% means no effect
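IL-2 release read by HTRF sandwich (Eu cryptate donor, d2 acceptor, 665 nm emission) after 48 hr exposure of primary human leukocytes to compound together with anti-CD3 beads in the absence of co-stimulatory signals.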
TSG101-PTAP inh: qHTS Assay for Iinhibitors of HIV-1 Budding by Blocking the Interaction of PTAP/TSG101; Tumor susceptibility gene 101 protein (Homo sapiens), Q99816; Fluorescence polarization, FITC-PTAP peptide / Tsg101 binding; Potency, µM (top dose mostly 115 µM), without a hit: at the highest dose activity change, negative = inhibition, usual class: inhibitors; 340,000 tested, under 10 active; AID 493005, 2010; active = well fitted inhibition curve with a large enough effect in the main read-out, with a control signal flat, not every such curve was filed as active; inconclusive = small, poorly fitted or top-dose-only effect, or effect the other way, or a change in a side signal; inactive = no such curve, though single readings can be large or run the other way; note: potency is the fitted concentration of half-maximal effect; % of control where 0% means no effect
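Tsg101 binding domain (10 uM final) was mixed with compound and a FITC-labeled PTAP peptide (50 nM final) in HEPES pH 7.5 buffer with NaCl, Tween 20, EDTA and TCEP; fluorescence polarization was read after 20 min at r.t.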
TSHR antagonist: Antagonists of the Thyroid Stimulating Hormone Receptor: HTS campaign; TSHR-expressing cells, TSH-stimulated cAMP HTRF, 2 h; stronger effect = lower value; activity change, negative = inhibition, % at 11.5 µM; 330,000 compounds, 0.2% hits; Thyrotropin receptor (Homo sapiens), P16473;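 active = activity change below a set negative limit, meaning inhibition stronger than a set level, cut at about -70% in these data; inconclusive = activity change between two set negative limits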; note: % is set by controls: 0 for no effect and ±100 for the full control effect
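Cell-based HTRF cAMP assay; TSHR cells + compound, TSH EC80 (4nM final), 2 h, 37 deg C. Lysis with anti-cAMP cryptate and cAMP-d2, 30 min RT, read 665/620 nm.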
ELG1 repair inh: qHTS screen for small molecules that inhibit ELG1-dependent DNA repair in human embryonic kidney (HEK293T) cells expressing luciferase-tagged ELG1; 330,000 compounds, 2.3% hits; HEK293T ELG1-luciferase reporter, luminescence, 16 h; DNA damage induced by 5-fluorouridine; Potency, µM (series often up to 46.1 µM), for inactives: at the highest dose activity change, negative = inhibition, actives largely listed as inhibitors; note: potency is the fitted concentration of half-maximal effect; % is set by controls: 0 for no effect and ±100 for the full control effect; nearly all actives have a fitted effect of over 55% in size
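Luminescence from the luciferase reporter, measured 30 min after ONE-Glo reagent at room temperature, was the read-out. Beforehand, 2,000 cells per well were exposed for 16 hr at 37 °C to 5-fluorouridine together with compound or vehicle.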
Tb PFK inh: qHTS Assay to Find Inhibitors of T. brucei phosphofructokinase | ATP-dependent 6-phosphofructokinase (Trypanosoma brucei brucei), O15648 | Potency, µM (highest dose often 57.5 µM), inactives show at the highest dose activity, negative = inhibition, most hits filed as inhibitors | T. brucei PFK, ADP-Glo luminescence | 330,000 compounds, 0.17% hits;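 note: potency is the fitted concentration of half-maximal effect; 0% = uninhibited 1x PFK enzyme wells and -100% = no-enzyme wells; nearly all actives have a fitted effect of over 60% in size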
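In TEA buffer at pH 8.0 with 5 mM MgCl2, enzyme (1.25 nM) converted F6P (0.5 mM) and ATP (0.1 mM) for 45 min at room temperature. ADP product was read by luciferase luminescence.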
Eya2 inh: qHTS Assay for Inhibitors of the Phosphatase Activity of Eya2. Protein phosphatase EYA2 (Homo sapiens), O00167. recombinant Eya2, OMFP fluorescence dephosphorylation (OMFP is methylfluorescein phosphate). Potency, µM (series often up to 76.9 µM), without a hit: at the top dose activity, negative = inhibition, usual class: inhibitors. 330,000 compounds, 0.006% hits. AID 488837, 2010; note: potency is the fitted concentration of half-maximal effect; % is set by controls: 0 for no effect and ±100 for the full control effect
Target sequence (O00167 whole entry, looked up): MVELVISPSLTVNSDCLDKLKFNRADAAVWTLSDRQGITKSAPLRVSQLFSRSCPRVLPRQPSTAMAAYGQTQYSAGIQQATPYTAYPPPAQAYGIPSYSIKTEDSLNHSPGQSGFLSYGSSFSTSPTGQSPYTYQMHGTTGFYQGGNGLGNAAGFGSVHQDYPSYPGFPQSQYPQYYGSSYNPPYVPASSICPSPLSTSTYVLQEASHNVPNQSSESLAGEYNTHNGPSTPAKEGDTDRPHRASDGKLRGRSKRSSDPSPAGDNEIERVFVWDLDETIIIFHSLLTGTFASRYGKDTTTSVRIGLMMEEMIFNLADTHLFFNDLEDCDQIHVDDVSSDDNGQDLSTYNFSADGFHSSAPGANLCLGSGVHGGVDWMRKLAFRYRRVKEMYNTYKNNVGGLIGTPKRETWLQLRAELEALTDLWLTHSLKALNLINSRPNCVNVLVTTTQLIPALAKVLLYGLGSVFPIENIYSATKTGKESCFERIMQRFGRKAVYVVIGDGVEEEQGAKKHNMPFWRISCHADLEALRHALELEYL
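Eya2 (0.2 uM) preincubated 10 min at ambient with compound, then OMFP substrate added at 50 uM; 10 min reaction in 50 mM HEPES pH 7.5, 50 mM NaCl, 5 uM MgCl2, 0.05% BSA, 1 mM DTT. Fluorescence read at Ex 485/Em 525 nm.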
BCR signal inh: qHTS Assay to Find Inhibitors of Chronic Active B-Cell Receptor Signaling; ABC-DLBCL IkBa-CBG/CBR reporter, luminescence ratio, 4 h; AID 493014, 2011; 340,000 compounds, 0.05% hits; Potency, µM (doses to about 46.1 µM), inactives show top-dose ratio change, negative = lower green/red ratio, usual class: inhibitors; active = well fitted inhibition curve with a large enough effect in the signal ratio, with a control signal flat, not every such curve was filed as active; inconclusive = small, poorly fitted or top-dose-only effect, or effect the other way, or a change in a side signal; the % refers to the signal ratio;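 note: potency is the fitted concentration of half-maximal effect; plate controls were basal doxycycline-induced cells for no effect and cells given 10 µM MG132 for full effect; MG132 reads +100%, hits lower the ratio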
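Cell line TMD8 (human ABC DLBCL), stably expressing tet-inducible CBG68-IkBa fusion and CBR; IMDM/0.5% FBS; cpd up to 46 uM; dox induction, 4 h, 37C/5% CO2; dual luminescence; green/red ratio; MG132 control.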
Integrin act MD: qHTS for Activators of Integrin-Mediated Alleviation for Muscular Dystrophy | alpha7betagal myoblasts, beta-gal FDG fluorescence, 48 h | Potency, µM (highest dose often 38.3 µM), for the others: top-dose activation, actives largely listed as activators | 350,000 compounds, 0.064% hits | AID 624291, 2012;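 note: potency is the fitted concentration of half-maximal effect; 100% = response of the positive control SU9516; nearly all actives have a fitted effect of over 60% in size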
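Alpha7betagal+/- myoblasts (passage 13) were plated 16-24 hr, then exposed to compounds (1:260 dilution of DMSO stock) for 48 hours at 37C. After MPER lysis, β-galactosidase reporter activity was read as FDG fluorescence (ex 480/em 540) after 30 minutes.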
* hit, by the source's call; [ ] = dose if it differs, or a comment. Unless noted, calls come from the whole dose curve; as a rule, active = well fitted curve in the direction sought with a large enough effect; inconclusive = small, poorly fitted or top-dose-only effect, or another doubt; inactive = no such curve, though single readings can be large; an effect the other way counts as inactive or inconclusive.

`COC(=O)c1cccc2c1-c1ccccc1/C2=N/O` gave Mito fusion act 20%, ASM inhibitor -14%, A-T KAP1 phos -3%, TCR activator -2%, TSG101-PTAP inh 0%, TSHR antagonist 11, ELG1 repair inh inconclusive, Tb PFK inh 0%, Eya2 inh -22%, BCR signal inh inconclusive and Integrin act MD 20%.
For NC(=O)c1c(NC(=O)c2cccnc2Cl)sc2c1CCCC2 the results were Mito fusion act inconclusive, ASM inhibitor 2%, A-T KAP1 phos -2%, TCR activator -9%[46.1 µM], TSG101-PTAP inh -13%, TSHR antagonist -7, ELG1 repair inh inconclusive, Tb PFK inh 0%, Eya2 inh 2%, BCR signal inh 0% and Integrin act MD 4%.
`O=C1CCC/C=C\C[C@@H](CC(=O)N(CCO)Cc2ccccc2)C(=O)NCCO1` gave ASM inhibitor -3%, A-T KAP1 phos 24%, TCR activator 7%, TSHR antagonist 45, ELG1 repair inh inconclusive, Tb PFK inh -1%, Eya2 inh 5%, BCR signal inh -1% and Integrin act MD 5%.
`COc1ccc(CNCc2cccc(C)c2)cc1` gave Mito fusion act 2%, ASM inhibitor 2%, A-T KAP1 phos 13%, TSG101-PTAP inh 2%, TSHR antagonist -6, ELG1 repair inh -4%, Tb PFK inh -5%, Eya2 inh -11%, BCR signal inh 2% and Integrin act MD -13%.
Screening Cc1c(C)n(C)c2ccc(C(=O)NCCCN3CCN(c4ccccc4F)CC3)cc12 returned Mito fusion act -6%, ASM inhibitor 4%, A-T KAP1 phos 7%, TCR activator 8%, TSG101-PTAP inh -5%, TSHR antagonist -7, ELG1 repair inh inconclusive, Tb PFK inh -2%, Eya2 inh -4%, BCR signal inh 14% and Integrin act MD -47%.
For Cc1ccc(S(=O)(=O)CCC(=O)NCCc2ccc(Cl)cc2)cc1 the results were Mito fusion act 2%, ASM inhibitor 0%, A-T KAP1 phos -10%, TCR activator 2%, TSG101-PTAP inh -6%, TSHR antagonist 0, ELG1 repair inh 7%, Tb PFK inh 2%, Eya2 inh 3%, BCR signal inh 2% and Integrin act MD inconclusive.
O=C(Nc1cccc2ncccc12)c1cc(Br)ccc1Cl was read as Mito fusion act 0%, ASM inhibitor 3%, A-T KAP1 phos -2%, TCR activator -10%, TSG101-PTAP inh 1%, TSHR antagonist 8, ELG1 repair inh inconclusive, Tb PFK inh 3%, Eya2 inh 2%, BCR signal inh 0% and Integrin act MD -23%.
`CCOc1nc(C)ccc1-c1noc(-c2ccco2)n1` gave Mito fusion act 6%, ASM inhibitor 1%, A-T KAP1 phos 4%, TSHR antagonist -10, ELG1 repair inh 10%, Tb PFK inh -4%, Eya2 inh 4%, BCR signal inh 5% and Integrin act MD 2%.
For Cc1ccc2nc3c(c(N)c2c1)CCN3C the results were Mito fusion act 3%, ASM inhibitor 119%[activator], A-T KAP1 phos 1%, TCR activator -1%, TSG101-PTAP inh 0%, TSHR antagonist -3, ELG1 repair inh -4%, Tb PFK inh -2%, Eya2 inh -2%, BCR signal inh -3% and Integrin act MD -60%[inhibitor].
COc1ccc(-c2oc(=O)c3cc(OC)c(OC)cc3c2C#CCCO)cc1 was read as ASM inhibitor 21%, A-T KAP1 phos 1%, TCR activator -1%, TSG101-PTAP inh 1%, TSHR antagonist 2, ELG1 repair inh 16µM*, Tb PFK inh 0%, Eya2 inh 2%, BCR signal inh -4% and Integrin act MD -7%.
Cc1n[nH]c(=O)nc1N/N=C/c1ccco1 was read as Mito fusion act 1%, ASM inhibitor -2%, A-T KAP1 phos 0%, TCR activator -7%, TSG101-PTAP inh 2%, TSHR antagonist 2, ELG1 repair inh 16%, Tb PFK inh -22%, Eya2 inh -20%, BCR signal inh 9% and Integrin act MD -1%.
For O=C(COc1cc(F)ccc1[N+](=O)[O-])NCC1CCCO1 (configuration not stated) the results were ASM inhibitor 4%, A-T KAP1 phos 10%, TCR activator 0%, TSG101-PTAP inh 0%, TSHR antagonist -5, ELG1 repair inh 1%, Tb PFK inh 1%, Eya2 inh 0%, BCR signal inh inconclusive and Integrin act MD 7%.
`Cc1cccc(Nc2ncnc(N)c2[N+](=O)[O-])n1` gave Mito fusion act 4%, ASM inhibitor 3%, A-T KAP1 phos -5%, TCR activator 6%, TSG101-PTAP inh -5%, TSHR antagonist 5, ELG1 repair inh inconclusive, Tb PFK inh 0%, Eya2 inh 5%, BCR signal inh -2% and Integrin act MD inconclusive.
Screening CCCCN1C(=O)CC(Sc2ncccc2C(=O)O)C1=O (configuration not stated) returned Mito fusion act -5%, ASM inhibitor 2%, A-T KAP1 phos 0%, TCR activator 2%, TSG101-PTAP inh -11%, TSHR antagonist -7, ELG1 repair inh -9%, Tb PFK inh 2%, Eya2 inh -5%, BCR signal inh 1% and Integrin act MD 21%.
CCCCn1nc(C(=O)N(CC)CC(=O)Nc2c(F)cccc2F)c2ccccc2c1=O was read as Mito fusion act 2%, ASM inhibitor 0%, A-T KAP1 phos 0%, TCR activator -3%, TSG101-PTAP inh 10%, TSHR antagonist -2, ELG1 repair inh inconclusive, Tb PFK inh 5%, Eya2 inh 4%, BCR signal inh -2% and Integrin act MD 36%.
For N#Cc1ccc(-c2ccc(OCC(=O)NCCc3ccccc3)cc2)cc1 the results were Mito fusion act -5%, ASM inhibitor -3%, A-T KAP1 phos 2%, TCR activator -1%[46.1 µM], TSG101-PTAP inh 0%, TSHR antagonist -36, ELG1 repair inh 2%, Tb PFK inh 2%, Eya2 inh -7%, BCR signal inh inconclusive and Integrin act MD 18%.
For Cc1[nH]c2c(C)cccc2c1CC(=O)O the results were Mito fusion act inconclusive, ASM inhibitor -2%, A-T KAP1 phos -1%, TCR activator 2%, TSG101-PTAP inh -1%, TSHR antagonist 14, ELG1 repair inh 13%, Tb PFK inh 1%, Eya2 inh -8%, BCR signal inh 8% and Integrin act MD -26%.
For CC(C)c1ccc(S(=O)(=O)N2CCN(C(=O)c3cc(-c4ccccc4)n[nH]3)CC2)cc1 the results were Mito fusion act -4%, ASM inhibitor -5%, A-T KAP1 phos 4%, TCR activator -3%, TSG101-PTAP inh -1%, TSHR antagonist 2, ELG1 repair inh -1%, Tb PFK inh 4%, Eya2 inh 4%, BCR signal inh 8% and Integrin act MD 9%.
Screening CN(C)C(=O)c1ccc2c(c1)C1C3CCC(C3)C1C(c1ccccc1)N2 (configuration not stated) returned Mito fusion act 13µM*, ASM inhibitor -11%, A-T KAP1 phos 5%, TCR activator 2%[46.1 µM], TSG101-PTAP inh -5%, TSHR antagonist 7, ELG1 repair inh -7%, Tb PFK inh 6%, Eya2 inh -6%, BCR signal inh inconclusive and Integrin act MD -7%.
`CC(=O)Nc1ccc2[nH]ccc2c1` gave Mito fusion act 0%, ASM inhibitor 1%, A-T KAP1 phos 5%, TCR activator -5%, TSG101-PTAP inh -1%, TSHR antagonist -2, ELG1 repair inh 21%, Tb PFK inh -1%, Eya2 inh 3%, BCR signal inh 6% and Integrin act MD 11%.
Screening CCNC(=O)NC(=O)COC(=O)c1cccc(NS(=O)(=O)/C=C/c2ccccc2)c1 returned Mito fusion act -7%, ASM inhibitor -7%, A-T KAP1 phos -5%, TCR activator -2%[46.1 µM], TSG101-PTAP inh -2%, TSHR antagonist -11, ELG1 repair inh -5%, Tb PFK inh -2%, Eya2 inh -1%, BCR signal inh -14% and Integrin act MD -34%.

Compound activity from PubChem.
